# P. falciparum M17LAP – P. falciparum M17LAP inhibitors, primary screen, biochemical, fluorogenic H-Leu-NHMec substrate, 1536-well (AID 1619); recombinant M17LAP, H-Leu-NHMec fluorogenic kinetic assay; higher % means a stronger effect; one-dose inhibition, % at 30 µM; IC50 in µM for titrated hits; actives 0.38% (n = 220,000);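 active = compound inhibiting the enzyme by more than half at any dose during confirmatory dose-response retesting; inconclusive = strong single-dose inhibitors picked by rank but not retested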;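 also: plate controls were full reaction with DMSO carrier for no effect and no enzyme background for full effect; strong numbers were not always called active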
# TNAP activation fold – human TNAP enzyme activators, primary screen, biochemical, luminescent, no phosphate acceptor, uHTS (AID 1001); activation fold at 20 µM, or EC50 in µM where a hit was titrated; purified TNAP, luminescent activation assay, no phosphate acceptor; higher activation fold means a stronger effect; actives 0.03% (n = 200,000); in the data active = activation fold from about 3, or a potency from the dose series; inactive = the rest, 99 in 100 with activation fold below about 1.6; also: many of its hits are not listed in these tables
# PMI inhibition – MPI inhibition at elevated mannose 6-phosphate – biochemical, fluorescence intensity, high mannose 6-phosphate, primary screen (AID 1220) | recombinant PMI enzyme, coupled fluorescence intensity; higher % means a stronger effect | inhibition, % at 20 µM; hits with a dose series show IC50 in µM | actives 0.66% (n = 190,000)
# RSV CPE inhibition – inhibition of RSV-induced cytopathic effect – HEp-2 cells, primary 10 µM value included (AID 2391); actives 0.13% (n = 310,000); HEp-2 cells, RSV-induced CPE inhibition; higher % means a stronger effect; one-dose CPE inhibition, % at 10 µM; IC50 in µM for titrated hits; in the data active = a potency from the dose series; inconclusive = CPE inhibition mostly from about 23% at the one dose, without a potency; inactive = the rest, 99 in 100 with CPE inhibition below about 21%; also: strong numbers were not always called active
# UTI89 phage lysis – inhibition of K1F phage lysis, E. coli UTI89, bacterial capsule biogenesis inhibitors, alamar blue (AID 488966); E. coli UTI89 K1F phage lysis, alamar blue, 2 h; higher % means a stronger effect; actives 0.02% (n = 340,000); inhibition, % at 100 µM, or IC50 in µM where a hit was titrated;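 active = phage lysis inhibition, versus mean bacterial control, above a set limit; inconclusive = no clear call, values can overlap the other calls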;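 also: capsule biogenesis inhibitors block K1F phage lysis so surviving cells raise fluorescence; higher fluorescence means more inhibition of phage lysis; actives were called in the ten point dose series up to 300 µM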
# T cell HTS – T cell immune modulation candidate; 2C CD8+ T cell-vesicle binding, flow cytometry; hits give low values; calls only at 7 µM; actives 0.068% (n = 330,000); AID 2052;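 active = response, share of CD8 T cells binding vesicles, and their 90th percentile fluorescence all below set limits, cut at about 80% in these data, passing the limit was not always enough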
#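 Assay system – 2C mouse CD8+ T cells · Also added – QL9-loaded Drosophila micro-vesicles · Timing – Cell–vesicle co-incubation 1.5 h at 37 °C, staining 20 min on ice · Signal – flow cytometry of vesicle-bound cells · Measure – percent CD8+ FL2 mean versus row control · Controls – Peptide-free naked vesicles (low) and QL9 vesicles with 0.7% DMSO vehicle (high)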
# West Nile virus CPE – inhibition of WNV-induced cytopathic effect – cell-based, CPE readout (AID 1621); CPE inhibition, % at 10 µM, or IC50 in µM where a hit was titrated; actives 0.02% (n = 290,000); West Nile virus-infected cells, CPE inhibition; higher % means a stronger effect; in the data active = a potency from the dose series; inconclusive = CPE inhibition mostly from about 3.7% at the one dose, without a potency; inactive = the rest, 99 in 100 with CPE inhibition below about 2.2%; also: strong numbers were not always called active
# PMI inhibitors – inhibitors of human PMI, primary screen, biochemical, fluorescence intensity, coupled assay (AID 1209) | purified PMI enzyme, coupled fluorescence intensity; higher % means a stronger effect | inhibition, % at 20 µM, or IC50 in µM where a hit was titrated | actives 0.42% (n = 190,000);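 also: plate controls were DMSO vehicle for no effect and wells lacking substrate for full effect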
# M1AAP inhibition – malaria alanyl aminopeptidase activity blockers – biochemical, fluorogenic H-Leu-NHMec substrate, 1536-well (AID 1445). actives 0.42% (n = 220,000). recombinant M1AAP, H-Leu-NHMec fluorogenic kinetic assay; higher % means a stronger effect. one-dose inhibition, % at 30 µM; IC50 in µM for titrated hits;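 active = primary inhibition above the hit cutoff, then over 50% inhibition at one or more dose response concentrations, cut at about 23% in these data, passing the limit was not always enough; inconclusive = conflicting primary data, or primary hits not chosen for dose response; inactive = low primary inhibition, or under 50% at every dose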;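 also: plate controls were DMSO full reaction for no effect and no enzyme background for full effect; strong numbers were not always called active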
# T cell HTS vesicle-bound % – also measured in T cell HTS; calls as there; double positive events, %; measured here: CD8+ vesicle-bound cell fraction;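 binding gate set so that unloaded-vesicle control wells show 10% double positive cells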
# The depositor's hits bear a star; i = inactive; ? = inconclusive; nt = not tested or not shown; [ ] = another dose, or the depositor's remark. Rule as the data show it, unless noted: active = inhibition above about 50%; inactive = the rest. The order is random; 1.5% or so of the library scored in one or more.
No.	Compound	P. falciparum M17LAP	TNAP activation fold	PMI inhibition	RSV CPE inhibition	UTI89 phage lysis
1	CC(=O)c1ccc(NC(=O)C(C)N2CCN(C/C=C/c3ccccc3)CC2)cc1 (stereo not drawn)	-1.0%	1.1	-0.2%	-0.4%	0.2%
2	O=C(NCc1ccco1)c1cccs1	-0.1%	1	3.0%	2.0%	0.2%
3	Cc1cc(OCCN2CCC(Cc3ccccc3)CC2)ccc1[N+](=O)[O-]	nt	nt	nt	0.8%	0.4%
4	O=C(O)CC/C(=N\Nc1ccc(Cl)cc1)c1cccs1	nt	nt	nt	2.9%	0.1%
5	CCC1CCCCN1C(=O)C(=O)c1cn(CC(=O)N(CC)CC)c2ccccc12 (stereo not drawn)	nt	nt	nt	2.3%	-0.1%
6	COc1ccc2c(c1)c(=O)oc1cc(OCC(=O)NC3CCCCC3)ccc12	-8.2%	1	13.9%	2.4%	0.1%
7	Cc1ccccc1Sc1c(C#N)c(-c2ccccc2)nn1C	1.9%	1	13.2%	9.6%	3.1%
8	CCOc1ccc2nc(N3C(=O)/C(=C/c4ccc(Cl)cc4)NC3=S)sc2c1	0.2%	1.4	-12.3%	nt	1.4%
9	Cc1sc2nc(SCC(=O)N(C)Cc3ccccc3)n(-c3ccccc3)c(=O)c2c1C	-2.2%	1.2	-1.1%	2.2%	0.2%
10	COc1ccc(CCN2C(=NC(=O)CCC(=O)O)SC3CS(=O)(=O)CC32)cc1 (stereo not drawn)	21.0%	1.1	-2.9%	1.6%	0.4%
11	Cc1ccc(C)c(N2CC(C(=O)OCC(=O)Nc3cc(C)on3)CC2=O)c1 (stereo not drawn)	nt	nt	nt	3.3%	-0.5%
12	CCCCNC(C(=O)Nc1ccc([N+](=O)[O-])cc1Br)c1ccccc1 (stereo not drawn)	-7.0%	1.1	-7.5%	0.8%	0.6%
13	CC(=O)Nc1ccc(N2C(=O)CSC2c2cccc(Br)c2)cc1 (stereo not drawn)	nt	nt	nt	0.0%	0.1%
14	C=CCN1C(=O)N(/C=C/C)c2cccc3cccc1c23	6.7%	1.1	35.5%	38.4%	0.5%
15	CCn1nnc(-c2ccc(N)cc2)n1	1.5%	1.1	0.9%	2.4%	0.5%

No.	T cell HTS	T cell HTS vesicle-bound %	West Nile virus CPE	PMI inhibitors	M1AAP inhibition
1	i	31.6	-0.7%	2.2%	-5.5%
2	i	9.8	-0.3%	0.5%	-5.5%
3	i	56.5	-1.7%	nt	nt
4	i	28.2	-0.7%	nt	nt
5	i	7.5	0.1%	nt	nt
6	i	17.5	-1.2%	31.8%	-1.8%
7	i	39.8	-0.4%	14.6%	-6.1%
8	nt	nt	0.3%	0.1%	-7.8%
9	i	43.7	0.0%	4.1%	3.8%
10	i	24.0	0.5%	-1.8%	-2.5%
11	i	29.4	-0.6%	nt	nt
12	i	44.3	0.1%	-2.4%	-3.8%
13	i	23.6	-0.8%	nt	nt
14	i	50.9	-0.6%	40.1%	7.8%
15	i	47.5	-0.1%	2.3%	-1.3%

# Rewritten bar-delimited: four of the compounds above.
item | molecule | P. falciparum M17LAP | TNAP activation fold | PMI inhibition | RSV CPE inhibition | UTI89 phage lysis | T cell HTS | T cell HTS vesicle-bound % | West Nile virus CPE | PMI inhibitors | M1AAP inhibition
5 | CCC1CCCCN1C(=O)C(=O)c1cn(CC(=O)N(CC)CC)c2ccccc12 (stereo not drawn) | nt | nt | nt | 2.3% | -0.1% | i | 7.5 | 0.1% | nt | nt
6 | COc1ccc2c(c1)c(=O)oc1cc(OCC(=O)NC3CCCCC3)ccc12 | -8.2% | 1 | 13.9% | 2.4% | 0.1% | i | 17.5 | -1.2% | 31.8% | -1.8%
7 | Cc1ccccc1Sc1c(C#N)c(-c2ccccc2)nn1C | 1.9% | 1 | 13.2% | 9.6% | 3.1% | i | 39.8 | -0.4% | 14.6% | -6.1%
8 | CCOc1ccc2nc(N3C(=O)/C(=C/c4ccc(Cl)cc4)NC3=S)sc2c1 | 0.2% | 1.4 | -12.3% | nt | 1.4% | nt | nt | 0.3% | 0.1% | -7.8%

# Next section:
No.	Compound	P. falciparum M17LAP	TNAP activation fold	PMI inhibition	RSV CPE inhibition	UTI89 phage lysis
16	Cc1ccc(C(=O)c2ccccc2C(=O)OCC(=O)Nc2cccc([N+](=O)[O-])c2)cc1	-0.1%	1	4.1%	12.1%	-0.2%
17	O=C(N/C(=C\c1ccco1)C(=O)N1CCCC(CO)C1)c1ccccc1 (stereo not drawn)	nt	nt	nt	3.3%	0.2%
18	C=CCNC(=S)N/N=C(\C)c1ccccn1	22.7%	0.7	-30.8%	4.9%	7.5%
19	CCOC(=O)c1cn(-c2ccc(F)c(F)c2F)c2c(F)c(F)c(F)cc2c1=O	-5.2%	1.1	-9.6%	1.8%	-0.7%
20	COc1ccc(S(=O)(=O)N2CCCCCC2)cc1C(=O)OC(C)C(N)=O (stereo not drawn)	nt	nt	nt	0.2%	0.3%
21	C=CCNc1nc(-c2ccc(OC)cc2OC)cs1	-11.6%	1.1	-3.5%	7.8%	0.7%
22	CC1C/C(=N/NC(=O)c2ccc(CSc3nc4ccccc4[nH]3)cc2)CC(C)(C)C1 (stereo not drawn)	3.0%	1.1	0.4%	0.7%	-0.2%
23	Cc1cc(C)c2c(n1)sc1c(=O)[nH]c(SCc3ccccc3)nc12	-5.0%	1	-38.8%	0.2%	0.5%
24	O=S1(=O)C=C(SCCN2CCCC2)c2ccccc21	5.8%	1.1	-2.0%	0.5%	-0.2%
25	CCCN1CCN(CCCNC(=O)C2CCN(c3nnc(-n4cccc4)s3)CC2)CC1	-4.7%	1.2	-6.4%	-0.5%	0.6%
26	COc1ccc(CC(C(=O)Nc2cc(C)ccc2C)/C(N)=N/O)cc1 (stereo not drawn)	0.1%	1.1	1.7%	-0.2%	0.4%
27	COc1cc2c(cc1NC(=O)c1cncc(Br)c1)oc1ccccc12	5.0%	1.1	12.8%	1.0%	1.2%
28	Cc1c(C#N)c(NC(=O)CCl)n(Cc2ccc(F)cc2)c1C	3.9%	1.1	-5.2%	21.3%	0.1%
29	Cc1ccc(-c2csc(C3=C(O)CN(NC(=O)c4ccco4)C3=N)n2)cc1	-4.5%	nt	nt	-0.2%	0.3%
30	CS(=O)(=O)N(CCc1ccccc1)CC(=O)N1CCN(c2ccccc2F)CC1	10.6%	1	-14.4%	2.4%	3.0%

No.	T cell HTS	T cell HTS vesicle-bound %	West Nile virus CPE	PMI inhibitors	M1AAP inhibition
16	i	53.8	-1.0%	15.8%	14.5%
17	i	43.6	-0.2%	nt	nt
18	i	24.0	?	-31.0%	-11.8%
19	i	23.2	-0.3%	-5.9%	-0.2%
20	i	36.2	0.6%	nt	nt
21	i	19.5	0.5%	9.6%	-1.9%
22	i	38.4	0.4%	-3.9%	3.0%
23	i	9.2	1.2%	-17.8%	4.9%
24	i	19.3	-0.8%	5.9%	9.7%
25	i	59.0	-0.6%	-3.2%	0.7%
26	i	22.7	-0.4%	13.5%	-3.9%
27	i	50.2	0.2%	15.4%	8.8%
28	i	42.6	-0.1%	-12.7%	5.5%
29	i	55.8	0.3%	nt	0.2%
30	i	20.4	-1.1%	-2.0%	9.8%

# Remaining list, next part.
No.	Compound	P. falciparum M17LAP	TNAP activation fold	PMI inhibition	RSV CPE inhibition	UTI89 phage lysis
31	Cc1nc(Nc2cccc(F)c2)c2oc3ccccc3c2n1	nt	nt	nt	5.4%	0.9%[50 µM]
32	CCOCC(O)CS(=O)Cc1ccccc1 (stereo not drawn)	-7.6%	1.1	7.5%	0.2%	-0.4%
33	CN(C)S(=O)(=O)c1cccc(NC(=O)C2Cc3ccccc3CN2C(=O)c2ccco2)c1 (stereo not drawn)	nt	nt	nt	2.1%	0.1%
34	CN(C)c1ccc(NC(=O)CSc2nc3ccccc3c(=O)n2C2CCCCC2)cc1	-4.7%	1	22.4%	7.2%	0.4%
35	Nc1nncn1C(=O)c1ccc(Cl)cc1Cl	-0.3%	1.1	-4.8%	0.7%	4.6%
36	O=C(NCCC1=CCCCC1)C1CCN(Cc2cnn(-c3ccccc3)c2-n2cccc2)CC1	1.2%	1.9	10.9%	-2.6%	1.0%
37	CN1CCc2c(sc(N)c2C(=O)O)C1	-2.3%	1.1	22.1%	-1.9%	-1.6%
38	CCN(CC)S(=O)(=O)c1cc(C(=O)OCC(=O)Nc2c(F)cccc2F)ccc1F	9.4%	1	6.9%	1.2%	4.5%
39	O=C(CSc1ccc2ccccc2n1)NCc1ccc2c(c1)OCO2	0.5%	1.1	-19.0%	0.9%	-0.2%
40	CCCCNC(=O)C1c2cc(OC)c(OC)cc2C(=O)N(C)C1c1cccs1 (stereo not drawn)	-2.0%	1.1	-8.3%	-1.6%	0.5%
41	O=C(CN1CCc2ccccc2C1)Nc1cccc(S(=O)(=O)N2CCCC2)c1	-6.5%	1.1	5.6%	3.5%	0.0%
42	Cc1ccc(CC(=O)NC(C)CCc2ccccc2)cc1 (stereo not drawn)	7.4%	1.1	9.4%	1.5%	2.0%
43	Cc1ccc(S(=O)(=O)Oc2ccc(/C=N/NC(=O)c3cccnc3)cc2)cc1	-1.6%	1.1	16.5%	14.4%	0.0%
44	CCOC(=O)N1CCN(C(=O)c2c[nH]c3ccc(S(=O)(=O)N(C)c4ccc(OCC)cc4)cc3c2=O)CC1	nt	nt	nt	-1.5%	1.2%

No.	T cell HTS	T cell HTS vesicle-bound %	West Nile virus CPE	PMI inhibitors	M1AAP inhibition
31	i	23.4	-1.2%	nt	nt
32	i	10.1	-0.2%	10.7%	-4.0%
33	i	5.2	-0.3%	nt	nt
34	i	32.0	2.2%	12.1%	-0.5%
35	i	47.6	-0.2%	-3.6%	0.3%
36	i	30.0	0.4%	7.7%	5.6%
37	i	33.8	0.5%	16.0%	5.6%
38	i	24.0	1.4%	-1.0%	-1.6%
39	i	32.3	1.0%	-17.9%	4.8%
40	i	8.9	0.1%	-6.0%	3.4%
41	i	51.7	-0.6%	3.1%	-0.8%
42	i	11.5	-0.2%	6.1%	6.2%
43	i	58.0	0.4%	15.0%	8.5%
44	i	31.9	-0.2%	nt	nt

# From PubChem BioAssay
